Source: PubChem
ER stress death: ER stress cell death inhibition; relative survival (cellular ATP), % at 15 µg/mL (by protocol); 0.33% of 48,000 active; CSM14.1 thapsigargin ER stress survival, ATP luminescence;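 active = survival measured by cellular ATP above 50% at 15 µg/ml in the first screen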;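 also: cell death triggered by about 15 µM thapsigargin; ATP read 24 h after thapsigargin was added; plate controls were thapsigargin with DMSO for no effect and DMSO without thapsigargin for full effect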
An asterisk follows results filed as active. An excerpt; count on the stated rates, not on these rows.

Molecule	ER stress death
O=C(NCCc1cccc(Cl)c1)c1ccccc1Cl	2
CCOC(=O)COc1cc(Br)c(/C=c2\sc3nc4ccccc4n3c2=O)cc1OC	16
COc1cccc(C(=O)NCC2CCCO2)c1 (stereo not drawn)	-6
CCCNc1nc(OCC(F)(F)F)nc(OCC(F)(F)F)n1	1
COc1cc(C=Nc2ccc(Nc3ccccc3)cc2)cc(Br)c1O	-20
Cc1cc(C(=O)N/N=C(\CCC(=O)O)c2ccccc2)n[nH]1	5
COc1cccc(N2C(=O)CC(Sc3nc4ccccc4s3)C2=O)c1 (stereo not drawn)	2
N#C/C(=C\c1ccc(-c2ccccc2)o1)C(=O)N1CCCCCC1	21
CCOC(=O)C(Nc1cccc(F)c1)c1ccccc1 (stereo not drawn)	-2
CCOc1cc(C2NC(=O)NC(C)=C2C(=O)Nc2ccc(Cl)cc2)ccc1O (stereo not drawn)	1
COc1ccc2c(c1)c(/C=C/c1nc3ccccc3c(=O)n1-c1ccccc1OC)c(C)n2C	11
Cc1cc(=O)n(-c2nc(-c3ccccc3)cc(-c3ccc(Br)cc3)n2)[nH]1	1
Cc1cccc(C)c1OCC(=O)Nc1sc2c(c1C(N)=O)CCC2	10
O=C(/C=C/c1ccco1)N1CCN(c2cccc(Cl)c2)CC1	4
C/C(=C\C(=O)c1ccc(Cl)cc1)Nc1cc(C)ccc1Cl	4
COc1ccccc1NC(=O)C1=C(C)NC(=O)NC1c1ccccc1Cl (stereo not drawn)	-2
COC(=O)c1ccc(OCC(O)CN(Cc2ccccc2)Cc2ccccc2)cc1 (stereo not drawn)	-4
O=C(COc1ccccc1[N+](=O)[O-])Nc1ccc2oc(-c3cccc(Br)c3)nc2c1	0
O=C(/C=C/Nc1ccccn1)c1ccc(Br)cc1	2
CC(=O)N(C)c1ccc(NC(=S)Nc2ccc(F)cc2)cc1	0
CC12CC3CC(C)(C1)CC(C(=O)Nc1ccc([N+](=O)[O-])cc1)(C3)C2	4
CCOC(=O)c1c(NC(=O)/C=C/c2cc(OC)ccc2OC)sc2c1CCC2	8
CCC(Sc1nc2ccccc2s1)C(=O)Nc1cccc2ccccc12 (stereo not drawn)	4
CCNC(=S)NNC(=O)CCn1c2ccccc2c2ccccc21	4
COc1ccccc1NC(=O)C(=O)NCCO	0
CC(=O)N1CC[C@@]2(O)CCCC[C@@H]2[C@H]1c1ccccc1	-4
Cc1cc(/C=C2/NC(=O)NC2=O)c(-c2ccccc2)n1-c1ccccc1	-4
O=C(N/N=C/c1cccs1)c1ccc([N+](=O)[O-])cc1Cl	2
CCCC(C)NC(=O)c1ccc(Cl)cc1 (stereo not drawn)	-2
CC(=O)OCC12c3ccccc3C(COC(C)=O)(c3ccccc31)C1C(=O)N(c3ccccc3)C(=O)C12 (stereo not drawn)	2
COc1ccc(/C=C/C(=O)c2ccc(Cl)cc2)cc1	0
NC1=NC(=O)/C(=C\c2ccc(-c3cccc(Cl)c3)o2)S1	9
COc1ccc(NC(=O)C2CN(S(=O)(=O)c3ccccc3)CCN2S(=O)(=O)c2ccccc2)c(OC)c1 (stereo not drawn)	10
CC(C)(C#CCN1CCCC1)OCCC#N	0
CCC(C)c1ccc(NC(=O)Cc2ccccc2OC)cc1 (stereo not drawn)	6
Cc1ccc(-n2nc3ccc(NC(=S)NC(=O)c4ccco4)cc3n2)cc1	5
CC(C)C(C(=O)O)N1C(=O)/C(=C/c2ccc(N(C)C)cc2)SC1=S (stereo not drawn)	-5
C=CCOCC(O)CSCCCC (stereo not drawn)	3
COc1cc(NC(=O)c2ccc(-c3ccc([N+](=O)[O-])cc3C)o2)ccc1NC(=O)c1ccco1	1
O=C(CC1Nc2ccccc2NC1=O)Nc1ccc(Br)cc1 (stereo not drawn)	2
CC(=O)Nc1ccc(N=Cc2ccc([N+](=O)[O-])s2)cc1	1
c1ccc(-c2noc(-c3ccc4ccccc4c3)n2)cc1	5
COc1ccccc1OCCn1cc(/C=C2/C(=O)NC(=O)N(c3ccccc3)C2=O)c2ccccc21	2
Brc1ccc(-c2nc(-c3ccncc3)no2)cc1	1
CC(C)(C)c1ccc(-c2nc3ccccc3[nH]2)cc1	-7
O=C(O)C1CC=CCC1C(=O)N1CCN(c2ccccc2)CC1 (stereo not drawn)	1
N#C/C(=C/c1ccc(O)c([N+](=O)[O-])c1)C(=O)Nc1cccc(Br)c1	-3
N#C/C(=C\c1ccc(-c2ccc(Cl)c(C(=O)O)c2)o1)C(=O)NCC1CCCO1 (stereo not drawn)	12
CC(C)C1S/C(=N/N=C/c2ccco2)NC1=O (stereo not drawn)	0
CCc1c(C)sc(NC(=O)C2CCCCC2C(=O)O)c1C(N)=O (stereo not drawn)	-9
Nc1ccc(O)c2c1C(=O)c1c(N)ccc(O)c1C2=O	-4
CCOc1ccc(N2C(=O)/C(=C/c3cc(OC)c(OC)c(OC)c3)SC2=S)cc1	11
CC1=NN(c2ccccc2)C(O)(C(F)(F)F)C1 (stereo not drawn)	9
O=C1c2cccc3c4ccccc4n(c23)C(=O)C1(O)O	19
CCOc1ccc(NC(=O)c2c(NC(=O)C(C)(C)C)sc3c2CCCC3)cc1	10
CS(=O)(=O)N(Cc1ccccc1)c1ccc(C(=O)Nc2ccc(Oc3ccccc3)cc2)cc1	7

(next part)
Molecule	ER stress death
COc1ccc(OC)c(N(CC(=O)NCc2ccco2)S(=O)(=O)c2ccccc2)c1	8
CC1=NN(C(=O)CCc2ccccc2)C(O)(c2ccc(Br)cc2)C1 (stereo not drawn)	-1
COc1ccc(NC(=O)CN(c2ccc(OC)cc2)S(C)(=O)=O)cc1	0
Cc1cc(/C=C2/SC(=O)NC2=O)c(C)n1-c1ccc(F)cc1	2
CCCOC(=O)c1ccc(NC(=O)c2ccc(OCc3ccccc3)cc2)cc1	-2
CC(=O)Oc1ccccc1/C=C1\CCOC1=O	-2
O=C1NC(=S)N/C1=C/c1cc([N+](=O)[O-])cc([N+](=O)[O-])c1O	12
Cc1ccc(OCC(=O)Nc2cc([N+](=O)[O-])ccc2C)c(C)c1	-1
CCC1CCc2c(sc(N)c2C(=O)OC(C)C)C1 (stereo not drawn)	-2
N/C(Cc1ccc(Cl)cc1)=N\OC(=O)Cc1ccc([N+](=O)[O-])cc1	2
CCN(CC)CCNC(=O)C12CC3CC(CC(C3)C1)C2	7
O=C(O)CCCCCN1C(=O)C(=O)/C(=C(/O)c2ccc(F)cc2)C1c1ccc(O)cc1 (stereo not drawn)	-1
O=C(O)c1cccc(C(=O)Cc2ccccc2)c1	0
Cc1cc(NC(=O)COC(=O)C(CC(C)C)NC(=O)c2ccccc2)no1 (stereo not drawn)	1
COc1ccc(Cl)cc1NC(=O)C1=C(C)NC(=O)NC1c1ccc([N+](=O)[O-])cc1 (stereo not drawn)	1
Cc1ccc(S(=O)(=O)Nc2cc(-c3cccc(C)c3)[nH]n2)cc1	13
O=C(N=Nc1c(Cl)cc(Cl)cc1Cl)c1ccc(-n2c(O)c3ccccc3c2O)cc1	8
CCSc1nnc(NC(=O)COc2ccccc2)s1	4
Cc1cc2nc(Nc3nc(O)cc(=O)[nH]3)nc(C)c2cc1C	-7
CC(=O)C1C(=O)c2cc([N+](=O)[O-])ccc2C1=Nc1ccccc1C (stereo not drawn)	0
C=CCN1C(=O)NC(=O)C(=Cc2ccc(C(C)C)cc2)C1=O	-1
COc1cc(/C=C2\C(=O)NC(=O)N(c3cc(C)cc(C)c3)C2=O)cc(Cl)c1OC	12
COc1ccccc1CC(=O)N1CCN(c2ccccc2)CC1	2
C=CCNCc1cccn1-c1ccccc1	-6

Not a retest: an excerpt of the list.
Molecule	ER stress death
CCSc1nnc(NC(=O)COc2ccccc2)s1	4
Cc1cc2nc(Nc3nc(O)cc(=O)[nH]3)nc(C)c2cc1C	-7
CC(=O)C1C(=O)c2cc([N+](=O)[O-])ccc2C1=Nc1ccccc1C (stereo not drawn)	0
C=CCN1C(=O)NC(=O)C(=Cc2ccc(C(C)C)cc2)C1=O	-1
COc1cc(/C=C2\C(=O)NC(=O)N(c3cc(C)cc(C)c3)C2=O)cc(Cl)c1OC	12
COc1ccccc1CC(=O)N1CCN(c2ccccc2)CC1	2
C=CCNCc1cccn1-c1ccccc1	-6

(list continues)
Molecule	ER stress death
CC(=O)Nc1cc(-c2nc3cc(C)c(C)cc3o2)ccc1Cl	13
O=C(CCc1ccccc1)Nc1nc(-c2cccc3ccccc23)cs1	6
COc1ccc(NC(=O)COc2cccc(C)c2)c(OC)c1	0
COc1ccc(C2CC(=O)C3=C(C2)Nc2ccccc2NC3c2ccc(-c3ccccc3)cc2)cc1OC (stereo not drawn)	6
Cc1c(NC(=O)c2ccc(S(=O)(=O)N3CC(C)OC(C)C3)cc2)c(=O)n(-c2ccccc2)n1C (stereo not drawn)	3
COc1ccc(C2=C/C(=C\c3cc([N+](=O)[O-])ccc3Cl)C(=O)O2)cc1	-3
COc1cc(C2C3=C(CC(C)(C)CC3=O)OC3=C2C(=O)CC(C)(C)C3)cc2sc(=O)oc12	6
CC(=O)N(CCC(c1ccccc1)C1CCOC(C)(C)C1)Cc1ccccc1 (stereo not drawn)	1
Nc1nc2ccccc2n1/N=C/c1ccc([N+](=O)[O-])cc1	4
O=C(CSc1nc2ccc([N+](=O)[O-])cc2s1)Nc1ccc2ccccc2c1	20
CCCN1C(=O)c2ccccc2NC1c1ccc(F)cc1 (stereo not drawn)	0
Cc1ccc(S(=O)(=O)N(Cc2ccccc2)c2ccccn2)cc1[N+](=O)[O-]	0
CCOC(=O)c1c(NC(=O)c2ccccc2OC)sc(C(=O)Nc2ccc(C)cc2C)c1C	1
Cc1cc(=O)c2c(C)nc(-c3ccccc3)nc2[nH]1	-2
O=C(NCCCN1CCOCC1)C(=O)NC1CCCCC1	7
Oc1cccc(C=Nc2ccccc2O)c1	-17
CCOC(=O)c1c(C)oc2ccc(N(C(=O)c3ccncc3)S(=O)(=O)c3ccc(C)cc3)cc12	9
CCN(CC)c1ccc(C2Nc3ccccc3NC3=C2C(=O)CC(c2ccc(OC)cc2)C3)cc1 (stereo not drawn)	5
O=C(COc1ccc(Br)cc1)Nc1cc(Cl)cc(Cl)c1	0
CCCN1C(=O)c2ccccc2NC1c1ccc(OC)c(COc2ccc([N+](=O)[O-])c(C)c2)c1 (stereo not drawn)	-1
Cc1cc(C)nc(SCC(=O)c2cccs2)n1	0
CNC(=O)c1c(-c2ccccc2Cl)noc1C	10
COc1ccccc1NC(=O)CC1S/C(=N\N=C(/C)c2ccc(Cl)cc2)NC1=O (stereo not drawn)	-1
Cc1nc(C(F)(F)F)nc(Nc2ccc(Br)cc2)c1C#N	2

The last 4 compounds of the section before open the next one:
Molecule	ER stress death
Cc1cc(C)nc(SCC(=O)c2cccs2)n1	0
CNC(=O)c1c(-c2ccccc2Cl)noc1C	10
COc1ccccc1NC(=O)CC1S/C(=N\N=C(/C)c2ccc(Cl)cc2)NC1=O (stereo not drawn)	-1
Cc1nc(C(F)(F)F)nc(Nc2ccc(Br)cc2)c1C#N	2
Cc1ccc(-c2nnc(SCC(=O)OC(C)C)o2)cc1	0
CCCCCCCCNc1nc(OC)nc(OC)n1	-4
COc1cc(C2Nc3ccc(C(=O)c4ccccc4)cc3NC3=C2C(=O)CCC3)ccc1O (stereo not drawn)	-4
Cc1cc(C)nc(/N=C(/N)Nc2ccc(S(=O)(=O)Nc3nccc(C)n3)cc2)n1	6
O=C(CSc1nnc(-c2cccs2)n1-c1ccccc1)c1ccccc1	3
O=C(/C=C/Nc1ccccc1NS(=O)(=O)c1ccc([N+](=O)[O-])cc1)c1ccc2c(c1)OCO2	3
Cc1ccc(Cl)c(OCCCCN2CCOCC2)c1	-2
Cc1ccc(C(=O)N2CCN(C(=O)CN3CCCC3)C2)cc1	3
CC1(C)CC(=O)C2=C(C1)Nc1ccccc1NC2c1c(F)cccc1Cl (stereo not drawn)	5
CCOC(=O)c1c(NC(=O)c2ccco2)sc(C(=O)Nc2cc(C(F)(F)F)ccc2Cl)c1C	0
COc1cccc(Nc2c([N+](=O)[O-])c(=O)n(C)c3ccccc23)c1	2
COC(=O)C1=C(C)N(C)C(C)=C(C(=O)OC)C1c1cccc(Cl)c1	1
Cc1ccc(S(=O)(=O)N2CCN(C(=O)c3ccc([N+](=O)[O-])cc3)CC2)cc1	1
CCOc1ccc(N(CC(=O)Nc2ccc(Br)cc2)S(=O)(=O)c2ccc(SC)cc2)cc1	-2
COc1ccc(N(CC(=O)Nc2ccc3ccccc3c2)S(C)(=O)=O)cc1	10
O=C(NCc1cccs1)c1nc2nc(-c3ccccc3)cc(C(F)(F)F)n2n1	-1
CCC1=NN2C(=N)/C(=C/c3ccc(F)cc3)C(=O)N=C2S1	0
COc1ccc(C(=O)N=Nc2c(O)n(CN(C)C)c3ccc(Br)cc23)cc1	2
N#C/C(=C\c1ccc(OCc2ccccc2)cc1)c1nc(-c2ccccc2)cs1	1
COc1ccc(-n2nc3cc(C)c(NC(=O)c4cccnc4)cc3n2)cc1	10
CCCC(C)NS(=O)(=O)c1ccc(C)cc1 (stereo not drawn)	10
COc1ccc(C2/C(=C(\O)c3ccc(C)cc3)C(=O)C(=O)N2CCCC(=O)O)c(OC)c1 (stereo not drawn)	-2
c1ccc(NC2=Nc3cccc4cccc2c34)cc1	-7
CCOC(=O)c1ccc(NC(=O)CN(c2cc(C)cc(C)c2)S(=O)(=O)c2ccccc2)cc1	5
COc1ccc(C(=O)c2coc3cc(Br)c(O)c(Br)c23)cc1	7
